BCLXL inh: inhibitors of human Bcl-xL, primary screen, biochemical, fluorescence polarization, HTS. 320,000 compounds, 0.7% hits. Bcl-2-like protein 1 (Homo sapiens), Q07817. inhibition, % at 10.9 µM. GST-Bcl-xL / FITC-Bim BH3 peptide fluorescence polarization;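 active = inhibition above the mean of all tested compounds plus 3 SD, cutoff set per campaign, cut at about 30% in these data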;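 note: 0% = DMSO wells and 100% = unlabeled Bim-BH3 peptide competitor; inhibitors lower millipolarization by displacing the labeled peptide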
MEX-5 binding: MEX-5 zinc finger RNA-binding disruptors – biochemical, C. elegans, fluorescence polarization, MLPCN library, primary screen; MEX-5/FITC-TCR2 RNA binding; stronger effect = lower value; activity score (negative = inhibition of binding), % at 10 µM; AID 1832, 2009; 300,000 compounds, 0.38% hits;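 active = inhibition past about -25% in most replicates, and total fluorescence under double the plate's negative control median, limit read from the data; inconclusive = replicates evenly split on the limit, or fluorescence at least double controls; inactive = too little inhibition in most replicates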;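 note: 0% = DMSO and -100% = 5 µM competing unlabeled TCR2 RNA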
Target sequence (Q9XUB2 whole entry, looked up): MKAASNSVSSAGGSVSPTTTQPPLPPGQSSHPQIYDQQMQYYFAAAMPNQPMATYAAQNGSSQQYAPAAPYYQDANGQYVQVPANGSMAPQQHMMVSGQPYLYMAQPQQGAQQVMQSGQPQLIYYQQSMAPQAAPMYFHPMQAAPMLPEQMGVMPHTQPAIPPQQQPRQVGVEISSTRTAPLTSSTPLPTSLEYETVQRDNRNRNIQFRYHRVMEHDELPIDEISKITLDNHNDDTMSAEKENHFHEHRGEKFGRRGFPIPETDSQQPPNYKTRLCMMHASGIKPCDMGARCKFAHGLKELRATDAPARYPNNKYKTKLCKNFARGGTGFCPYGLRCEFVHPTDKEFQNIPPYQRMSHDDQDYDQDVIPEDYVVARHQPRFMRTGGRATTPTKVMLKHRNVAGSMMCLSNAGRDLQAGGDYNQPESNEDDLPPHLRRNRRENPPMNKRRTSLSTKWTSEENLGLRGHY
PAFAH1B2 inh: PAFAH1B2 enzyme inhibitors, primary screen, biochemical, fluorescence polarization, human; Platelet-activating factor acetylhydrolase IB subunit alpha2 (Homo sapiens), P68402; recombinant PAFAH1B2, FP-rhodamine activity probe; inhibition, % at 3.39 µM; 340,000 compounds, 1.2% hits;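 active = inhibition above the mean of all tested compounds plus 3 SD, cut at about 24% in these data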;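 note: 0% = enzyme with DMSO and 100% = wells lacking PAFAH1B2; many of its hits are not listed in these tables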
GLD-1 RNA inh: GLD-1/TGE RNA complex disruptors, primary screen, biochemical, fluorescence polarization; inhibition, % at 5.96 µM; Female germline-specific tumor suppressor gld-1 (Caenorhabditis elegans), Q17339; purified GLD-1 + fluorescein TGE RNA; 320,000 compounds, 0.44% hits;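 active = percent inhibition above a per-plate cutoff, the plate mean of test compounds plus 3 SD, cut at about 30% in these data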;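 note: 0% = DMSO wells with GLD-1 and probe and 100% = wells lacking GLD-1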
MCL1-BIM inh: inhibitors of MCL1 binding to BIM-BH3, primary screen, biochemical, fluorescence polarization | Induced myeloid leukemia cell differentiation protein Mcl-1 (Homo sapiens), Q07820 | GST-MCL1 / FITC-Bim-BH3 fluorescence polarization | inhibition, % at 10.9 µM | 320,000 compounds, 0.68% hits | AID 2057, 2009;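 active = inhibition above the mean inhibition of all tested compounds plus 3 SD, set per campaign, cut at about 40% in these data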;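 note: 0% = DMSO wells and 100% = unlabeled Bim-BH3 peptide control; higher means more loss of mP so more displacement of Bim peptide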
pPAFAH inh: pPAFAH enzyme inhibitors, primary screen, biochemical, fluorescence polarization, human. Platelet-activating factor acetylhydrolase (Homo sapiens), Q13093. recombinant pPAFAH, FP-rhodamine probe fluorescence polarization. inhibition, % at 3.39 µM. 330,000 compounds, 1.5% hits;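 active = inhibition above the mean inhibition across the screen plus 3 SD, cut at about 25% in these data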;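 note: inhibitors block binding of the rhodamine activity-based probe so polarization drops; 0% = enzyme with DMSO and 100% = wells lacking pPAFAH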
Target sequence (Q13093 whole entry, looked up): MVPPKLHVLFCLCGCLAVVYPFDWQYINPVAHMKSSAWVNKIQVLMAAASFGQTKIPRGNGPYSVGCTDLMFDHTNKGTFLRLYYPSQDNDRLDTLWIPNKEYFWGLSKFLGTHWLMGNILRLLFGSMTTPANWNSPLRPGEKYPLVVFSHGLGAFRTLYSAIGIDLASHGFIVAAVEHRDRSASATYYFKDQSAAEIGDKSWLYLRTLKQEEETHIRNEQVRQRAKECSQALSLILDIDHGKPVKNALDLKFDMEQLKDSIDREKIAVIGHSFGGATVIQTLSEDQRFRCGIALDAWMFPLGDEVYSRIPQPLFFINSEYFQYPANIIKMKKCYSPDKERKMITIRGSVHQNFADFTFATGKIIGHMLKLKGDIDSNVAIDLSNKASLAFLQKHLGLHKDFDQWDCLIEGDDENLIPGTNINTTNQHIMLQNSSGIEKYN
Fam108B inh: mouse Fam108B serine hydrolase inhibitors, primary screen, counter-screen for RBBP9 inhibitor project, biochemical, fluorescence polarization. recombinant Fam108B, FP-Rh probe fluorescence polarization. inhibition, % at 9.51 µM. 300,000 compounds, 0.33% hits. AID 1947, 2009;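 active = inhibition above the screen mean inhibition plus 3 SD, computed separately per campaign, cut at about 18% in these data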;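 note: inhibitors lower polarization as less probe binds the enzyme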
AHR act: AHR activators, primary screen, cell-based, luminescence, luciferase reporter, human; Aryl hydrocarbon receptor (Homo sapiens), P35869; AHR-responsive luciferase reporter cells; activation, % at 5 µM; 320,000 compounds, 2.5% hits; AID 2796, 2010; in the data active = activation above about 47%;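 note: 0% = vehicle wells and 100% = reference agonist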
PME-1 primary: PME-1 inhibitors via competitive probe labeling, primary screen, biochemical, fluorescence polarization, FP-Rh probe, HTS; AID 2130, 2009; recombinant PME-1; inhibition, % at 5.9 µM; Protein phosphatase methylesterase 1 (Homo sapiens), Q9Y570; 320,000 compounds, 0.53% hits;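 active = inhibition above the campaign mean of all compounds plus 3 SD, cut at about 26% in these data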;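 note: competitive labeling of PME-1 active site by serine hydrolase directed probe; 0% = PME-1 with DMSO and 100% = wells lacking PME-1 enzyme; inhibitors block probe labeling so polarization falls and inhibition rises; many of its hits are not listed in these tables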
Active calls of the source: *; ? = inconclusive; . = not tested or not shown.

item	Structure	MEX-5 binding	AHR act	BCLXL inh	PME-1 primary	PAFAH1B2 inh	MCL1-BIM inh	GLD-1 RNA inh	Fam108B inh	pPAFAH inh
1	COc1ccc(Nc2cc(C)nc(N3CCOCC3)n2)cc1	.	47	-1	0	6	1	4	1	5
2	C=CCOc1ccc(Cl)cc1CNCCCN1CCOCC1	1.6	-2	2	-4	6	-3	9	-1	1
3	COc1ccc(C(=O)N2CCN(c3nnnn3-c3ccccc3)CC2)cc1OC	-0.3	-5	1	-6	7	3	-1	5	2
4	COc1ccc(NC(=O)CSCC(=O)Nc2cccc(S(=O)(=O)N3CCCCCC3)c2)cc1	2.1	4	0	2	1	-3	-4	-3	-2
5	CC(=O)C1=C(C)Nc2ncnn2C1c1cccc(Br)c1 (configuration not stated)	-1.2	0	3	0	0	5	0	-4	1
6	O=c1cc(CO)oc(CN2CCN(Cc3ccccc3)CC2)c1O	-2.4	0	-3	1	0	2	5	-3	2
7	COc1cc(S(=O)(=O)NCc2ccccn2)c(OC)cc1Cl	0.1	0	4	-5	2	2	3	-3	-5
8	c1cncc(CNc2ncnc3ccc(-c4ccc5c(c4)OCO5)cc23)c1	.	53*	.	.	6	.	3	.	7
9	Cc1ccc(S(=O)(=O)c2c(C)nn(C(C)(C)C)c2OC(=O)C(C)C)cc1	-0.7	-1	7	4	1	7	2	0	3
10	O=C(COC(=O)CCC(=O)c1ccc(F)cc1)Nc1ccc(Cl)cn1	.	17	.	.	4	.	6	.	11
11	CCCOc1ccc(-c2c(=O)n(OCC(=O)OCC)c3ccccc3[n+]2[O-])cc1	-0.8	-2	0	-6	2	0	5	3	3
12	CCOC(=O)Cc1csc(NC(=O)c2ccc(S(=O)(=O)N3CCCC3)cc2)n1	0.8	2	1	6	10	0	2	-3	16
13	O=C(COC(=O)c1cc(=O)[nH]c2ccccc12)NC(=O)NC1CCCCC1	-1.6	1	10	0	-3	5	-1	0	0
14	Cc1nc2ccc(S(=O)(=O)N(C)CC(=O)N3CCc4ccccc4C3)cc2s1	1.4	2	3	-5	4	-1	6	-1	3
15	O=C(Nc1ccc([N+](=O)[O-])cc1)c1cc2ccccc2nc1Cl	-3.7	-3	8	2	-3	6	-3	-1	-4
16	CC(=O)c1cc(C#N)c(SCC(=O)C(C)(C)C)nc1C	-0.3	28	-5	-46	2	4	-1	13	9
17	O=C(c1ccc(Br)cc1)C(CN1CCOCC1)c1ccccc1 (configuration not stated)	-0.5	3	-1	-5	9	6	1	-5	-1
18	CCCCCCOC(=O)c1ccc(OC(=O)c2cccnc2)cc1	-1.2	0	2	-3	7	-1	-1	0	9
19	CNc1ccccc1C(=O)OCC(=O)c1ccccc1	2.0	0	0	2	6	6	-3	-1	3
20	COc1ccc(C(=O)CN(Cc2ccccc2)C2=NCCS2)cc1	2.4	4	4	-8	4	4	3	0	3

Other records:
item	Structure	MEX-5 binding	AHR act	BCLXL inh	PME-1 primary	PAFAH1B2 inh	MCL1-BIM inh	GLD-1 RNA inh	Fam108B inh	pPAFAH inh
21	O=c1oc(CCO)cc2ccc(Br)cc12	.	0	.	.	-2	.	2	.	3
22	Cc1ccc(C(=O)Nc2nncs2)cc1S(=O)(=O)N1CCOCC1	1.4	6	2	1	7	8	4	0	4
23	CCN(CC)c1ccc(C(=O)OCC(=O)N(C(C)C)C(C)C)cc1	1.1	0	5	3	5	3	0	-4	6
24	Cc1ccc(NC(=S)N2C3CCCC2CC(NC(=O)C2CC2)C3)cc1C (configuration not stated)	-0.7	1	7	-7	6	-17	3	7	-6
25	Cc1cc(C)c(C)c(S(=O)(=O)Nc2ccc3cn[nH]c3c2)c1C	.	24	11	-12	0	3	7	.	-4
26	CCC(=O)N1N=C(c2c(-c3ccccc3)c3cc(Cl)ccc3[nH]c2=O)CC1c1ccco1 (configuration not stated)	.	0	-1	-4	-2	-9	-10	-10	-1
27	Nc1nc(-c2ccccn2)nc(N)c1Cc1c(F)cccc1Cl	3.9	1	0	-2	2	11	-6	0	6
28	O=C(O)CCN1C(=O)CC(N2C(=O)/C(=C/c3ccc(Cl)cc3)SC2=S)C1=O (configuration not stated)	0.9	1	8	-3	8	16	6	7	1
29	Cc1ccc2c(CSc3nnc(C4CC4)n3N)cc(=O)oc2c1C	1.9	6	5	-5	4	-8	-7	1	6
30	COC(=O)CSC(=S)N1C(C)CCCC1C (configuration not stated)	1.9	0	-1	-2	-1	2	-3	-1	2
31	COc1cccc(/C=C2\SC(=S)N(CCCC(=O)Nc3ccc(C(=O)O)cc3)C2=O)c1	-4.3	-4	6	-4	1	7	-9	-3	-2
32	Cc1ccccc1OCC(=O)Nc1ccc2c(c1)C(=O)c1ccccc1C2=O	?	10	7	9	-2	10	4	-2	10
33	O=C(c1cc(Cl)nc2ccccc12)N1CCN(S(=O)(=O)c2ccccc2[N+](=O)[O-])CC1	0.2	25	2	-2	1	3	7	-5	10
34	O=C1CCCN1c1ccc(S(=O)(=O)NCc2ccc(F)cc2)cc1	0.1	1	7	-2	0	5	2	0	7
35	Cc1cc(C)n2c(SCc3ccc(C#N)cc3)nnc2n1	-1.5	-4	1	-3	3	2	8	1	3
36	NC(=O)CSc1nnc(C2CC2)n1Cc1ccccc1	-3.7	-4	3	3	3	2	-2	0	-2
37	CCCCN(CC)C(=S)Nc1ccc2nc3n(c(=O)c2c1)CCCCC3	0.3	9	3	-2	9	6	-3	2	5
38	CCc1ccc(/C=N/NC(=O)c2cc(C3CC3)nc3ccccc23)s1	-1.0	32	0	2	2	4	0	-4	8
39	O=C(COC(=O)Cc1ccccc1F)Nc1ccc2c(c1)OCO2	-0.2	2	7	-3	2	5	5	2	11
40	COc1cccc(CNC(=O)Cn2nc(-c3ccc(Cl)cc3)ccc2=O)c1	.	3	7	-6	3	5	3	-3	4

Printed as active in AHR act, of those listed so far:
| # | Compound | MEX-5 binding | AHR act | BCLXL inh | PME-1 primary | PAFAH1B2 inh | MCL1-BIM inh | GLD-1 RNA inh | pPAFAH inh |
| --- | --- | --- | --- | --- | --- | --- | --- | --- | --- |
| 8 | c1cncc(CNc2ncnc3ccc(-c4ccc5c(c4)OCO5)cc23)c1 | . | 53* | . | . | 6 | . | 3 | 7 |

Entries by screen from the list.
AHR act, nos. 35 to 38, in order: -4, -4, 9, 32
PAFAH1B2 inh, nos. 35 to 38, in order: 3, 3, 9, 2
MEX-5 binding, nos. 35 to 38, in order: -1.5, -3.7, 0.3, -1.0

The list continues:
item	Structure	MEX-5 binding	AHR act	BCLXL inh	PME-1 primary	PAFAH1B2 inh	MCL1-BIM inh	GLD-1 RNA inh	Fam108B inh	pPAFAH inh
41	Cc1cccn2c(CNCCCOc3cccnc3)c(C(=O)N3CCOCC3)nc12	-0.5	1	5	3	9	2	0	3	-2
42	CC(C)CC(=O)CC1(O)C(=O)Nc2ccccc21 (configuration not stated)	-2.2	-1	4	-5	1	0	-5	5	1
43	O=C(Cc1csc(NC(=O)c2ccccc2)n1)NO	2.9	2	-5	12	6	0	9	12	9
44	COc1cc(NC(=O)c2cccs2)c(C(=O)OCC(=O)c2cc(C)n(-c3ccccc3)c2C)cc1OC	-3.5	5	5	2	-3	3	-3	-4	3
45	Nc1cc(Cl)ccc1C(=O)OCC(=O)NCc1cccs1	.	7	.	.	6	.	3	.	6
46	O=C(c1ccc(Cl)cc1)N1CCN(c2cccc3[nH]ccc23)CC1	0.3	3	5	1	1	3	4	3	-3
47	Cc1ccccc1-c1nnc(SCC(=O)N(C)c2c(N)n(Cc3ccccc3)c(=O)[nH]c2=O)n1C	0.3	-2	-1	2	5	-2	4	-1	5
48	CCOc1ccc(-c2cc(CCCC(=O)NCc3ccco3)no2)cc1	1.4	-10	4	2	2	6	9	-6	4
49	COc1ccc(C2C(CC(=O)O)=C(O)C(=O)N2c2ccccc2)cc1 (configuration not stated)	0.8	1	5	-6	4	14	0	-6	5
50	COc1ccc(CCNC(=O)CSc2ccc3nnc(CCNC(=O)c4ccc(C)cc4)n3n2)cc1OC	0.7	0	4	-1	0	10	2	-1	-1
51	O=C1CCC(c2ccccc2)=NN1	-0.5	-1	0	-4	1	4	-3	-3	5
52	CC(Cc1ccccc1)NC(=O)C1(c2ccccc2)CCOCC1 (configuration not stated)	0.9	0	6	0	5	8	1	-7	1
53	O=C1CCC(c2ccc(-n3ccnc3)cc2)=NN1	1.4	67*	-2	-4	2	-9	4	1	1
54	COc1cc(-c2nc(CN(C)C(C)c3ccncn3)c(C)o2)ccc1F (configuration not stated)	2.8	31	7	1	0	3	-5	2	4
55	CC/C(=N\NC(C)=O)c1ccc(OC(F)F)cc1	-1.0	2	3	6	.	-5	6	-1	-2
56	CC1=C(C(N)=O)C(c2ccc(Cl)cc2)n2nc(CCCO)nc2N1 (configuration not stated)	1.8	3	1	-2	1	2	2	-4	-3
57	COc1cccc(CNC(=O)CCc2nnc(C3CCCCC3)o2)c1	-0.1	0	3	-6	3	2	1	0	-1
58	CN(CC1CCOCC1)C(=O)CC1C(=O)NCCN1Cc1cccc(Oc2ccccc2)c1 (configuration not stated)	0.3	0	8	6	0	1	1	3	5
59	Cc1ccc(S(=O)(=O)N2CCC(O)(c3cccnc3)CC2)cc1	-0.9	-2	3	8	5	5	9	3	5

6 entries out of the list, ordered by molecular weight, smallest number first.
item	Structure	MEX-5 binding	AHR act	BCLXL inh	PME-1 primary	PAFAH1B2 inh	MCL1-BIM inh	GLD-1 RNA inh	Fam108B inh	pPAFAH inh
53	O=C1CCC(c2ccc(-n3ccnc3)cc2)=NN1	1.4	67*	-2	-4	2	-9	4	1	1
36	NC(=O)CSc1nnc(C2CC2)n1Cc1ccccc1	-3.7	-4	3	3	3	2	-2	0	-2
16	CC(=O)c1cc(C#N)c(SCC(=O)C(C)(C)C)nc1C	-0.3	28	-5	-46	2	4	-1	13	9
35	Cc1cc(C)n2c(SCc3ccc(C#N)cc3)nnc2n1	-1.5	-4	1	-3	3	2	8	1	3
26	CCC(=O)N1N=C(c2c(-c3ccccc3)c3cc(Cl)ccc3[nH]c2=O)CC1c1ccco1 (configuration not stated)	.	0	-1	-4	-2	-9	-10	-10	-1
44	COc1cc(NC(=O)c2cccs2)c(C(=O)OCC(=O)c2cc(C)n(-c3ccccc3)c2C)cc1OC	-3.5	5	5	2	-3	3	-3	-4	3

Assay outcomes as filed in PubChem.

An excerpt (hit frequency here may not be typical).
